Bioassay records from PubChem BioAssay.
PvdQ inh = blocks Pseudomonas aeruginosa PvdQ acylase activity. inhibition, % at 10 µM. 340,000 compounds, 0.063% hits. purified PvdQ acylase, fluorescence plate reader. AID 488965; in the data active = inhibition above about 30%, passing the limit was not always enough; inconclusive = no clear call, values can overlap the other calls;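 note: 0% = vehicle neutral wells and 100% = reference inhibitor wells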
Rtt109 HAT inh = inhibitors of Candida albicans Rtt109/Vps75 histone acetyltransferase; Q5AAJ8; purified Rtt109/Vps75, ThioGlo CoA-SH fluorescence, 4 h; inhibition, % at 34.9 µM; 330,000 compounds, 0.16% hits;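 active = inhibition of at least 50% in every replicate; inconclusive = best replicate reaches 50% inhibition but some replicates fall short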
Target sequence (Q5AAJ8 whole entry, looked up): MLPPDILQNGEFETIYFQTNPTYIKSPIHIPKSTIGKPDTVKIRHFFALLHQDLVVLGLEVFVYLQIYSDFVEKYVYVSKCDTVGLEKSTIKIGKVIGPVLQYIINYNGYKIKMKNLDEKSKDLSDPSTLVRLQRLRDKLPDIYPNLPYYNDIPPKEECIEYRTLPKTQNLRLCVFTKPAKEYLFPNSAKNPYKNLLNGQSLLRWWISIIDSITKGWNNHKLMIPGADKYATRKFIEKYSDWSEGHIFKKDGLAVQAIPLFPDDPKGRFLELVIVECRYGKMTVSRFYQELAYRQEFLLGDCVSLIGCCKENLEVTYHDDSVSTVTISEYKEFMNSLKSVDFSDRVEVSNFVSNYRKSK
CDK5 inh = blocks human CDK5/p35 kinase activity | 330,000 compounds, 0.01% hits | inhibition, % at 10 µM | Q00535+Q15078 | Recombinant CDK5/p35, ADP-Glo luminescence, 60 min;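 active = highest replicate inhibition of at least 50% and at least 75% of replicates reaching 50%; inconclusive = only one of the two criteria met; inactive = both criteria failed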;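 note: plate controls were DMSO neutral control for no effect and GW8510 at 10 µM for full effect; many of its hits are not listed in these tables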
Wnt act = activates Wnt/beta-catenin signaling in a reporter cell assay. AID 743398. activation, % at 9.35 µM. activator, plate reader. 300,000 compounds, 1.2% hits; in the data active = activation above about 30%, passing the limit was not always enough; inconclusive = no clear call, values can overlap the other calls;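 note: 0% = neutral control wells and 100% = positive control wells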
SR-BI uptake up = enhances SR-BI lipid uptake from DiI-HDL; CHO ldlA[mSR-BI] cells, DiI-HDL uptake fluorescence, 3 h; 100 = double the neutral-control signal; activation, % at 12.5 µM; 320,000 compounds, 0.096% hits;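 active = mean replicate activation of at least 60% and every replicate at or above 60%; inconclusive = mean or all-replicate condition met, but not both; inactive = mean below 60% and not all replicates reaching 60%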;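 note: 0% = median plate neutral-control signal and 100% = twice that signal; values of inactives mirror those of a sister screen read the other way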
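System: CHO ldlA[mSR-BI] cells / Medium: HEPES-buffered (25 mM, pH 7.4) F12 plus 0.5% BSA / Probe or stimulus: labelled HDL, 10 µg/mL / Doses: single compound concentration, delivered by pin transfer / Schedule: 3 h, 37 °C / Measured by: DiI fluorescence, bottom read / Measure: cell-associated DiI fluorescence as measure of HDL uptake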
HTR5A ag ctr = HTR5A agonism, opioid heterodimer counter-screen. activation, % at 9.3 µM. AID 504692. 340,000 compounds, 0.61% hits. HTR5A agonist assay, luminescence, cell-based. P47898; in the data active = activation mostly above about 9.5%, no sharp cut-off; inactive = mostly below about 7.6%;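 note: 0% = cells with vehicle only and 100% = reference agonist; strong numbers were not always called active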
Target sequence (P47898 whole entry, looked up): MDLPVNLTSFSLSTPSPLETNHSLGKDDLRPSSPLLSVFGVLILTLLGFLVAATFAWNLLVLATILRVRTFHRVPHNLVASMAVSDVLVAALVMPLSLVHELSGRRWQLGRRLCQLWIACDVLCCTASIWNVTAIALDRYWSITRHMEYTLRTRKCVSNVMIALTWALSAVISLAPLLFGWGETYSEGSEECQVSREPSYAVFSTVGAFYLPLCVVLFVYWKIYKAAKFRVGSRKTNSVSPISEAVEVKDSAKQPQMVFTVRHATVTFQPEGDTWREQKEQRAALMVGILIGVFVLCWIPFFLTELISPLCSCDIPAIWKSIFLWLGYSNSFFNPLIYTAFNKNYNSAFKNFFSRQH
SR-BI HDL uptake = blocks mouse SR-BI lipid uptake from DiI-HDL; Q61009; ldlA[mSR-BI] CHO cells, DiI-HDL uptake fluorescence, 3 h; inhibition, % at 12.5 µM; 320,000 compounds, 0.96% hits; AID 488896;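 active = mean replicate inhibition of at least 70% and a set share of replicates each scoring 70 or more; inconclusive = meets just one of the two criteria; inactive = fails both criteria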;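 note: 0% = median of neutral control wells and 100% = median of positive control wells; values of inactives mirror those of a sister screen read the other way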
dFosB activator = activators of mouse delta FosB homodimer | P13346 | purified delta FosB, TAMRA-CDK5 oligo fluorescence polarization; percent of positive-control signal above neutral wells | activation, % at 25 µM | 340,000 compounds, 0.99% hits;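 active = mean activation above about 17%, with every replicate also reaching it, limit read from the data, passing the limit was not always enough; inconclusive = only one of the two conditions met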;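 note: fluorescence polarization rise as delta FosB binds a TAMRA Cdk5 AP-1 oligo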
Target sequence (P13346 whole entry, looked up): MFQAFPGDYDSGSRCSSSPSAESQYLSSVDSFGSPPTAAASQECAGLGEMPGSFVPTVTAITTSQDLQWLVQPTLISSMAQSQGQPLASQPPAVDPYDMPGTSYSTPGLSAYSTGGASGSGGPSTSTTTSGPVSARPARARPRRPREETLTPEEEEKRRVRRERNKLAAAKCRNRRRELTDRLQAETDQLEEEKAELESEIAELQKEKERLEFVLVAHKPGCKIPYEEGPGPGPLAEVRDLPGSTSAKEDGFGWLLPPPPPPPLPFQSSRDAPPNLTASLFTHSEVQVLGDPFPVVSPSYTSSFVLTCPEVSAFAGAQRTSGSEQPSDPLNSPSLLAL
cardiac RTF act = increases calcium sensitivity of human cardiac regulated thin filaments | P19429+P45379 | activation, % at 7.2 µM | IANBD-labeled TnC RTF fluorescence at EC20 calcium; 0% EC20 calcium, 100% full calcium | 340,000 compounds, 0.24% hits;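 active = activation above the mean over all tested compounds plus 3 SD, cut at about 30% in these data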;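 note: rise in fluorescence read as greater calcium sensitivity of cardiac thin filaments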
MITF TRPM1 HTS = activators of MITF-driven TRPM1 promoter activity in SK-MEL-5 cells. SK-MEL-5 TRPM1-promoter luciferase, 24 h; % of positive control, neutral wells = 0. 300,000 compounds, 0.75% hits. activation, % at 12.5 µM;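 active = mean activation of at least 80% with every replicate also reaching 80%; inconclusive = mean reaches 80% but some replicate falls short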;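 note: 0% = neutral control wells and 100% = parthenolide positive control wells; values of inactives mirror those of a sister screen read the other way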
* hit, by the source's call; u = inconclusive; x = not tested or not shown; & = joins results of further samples.

Values in the order – PvdQ inh | Rtt109 HAT inh | CDK5 inh | Wnt act | SR-BI uptake up | HTR5A ag ctr | SR-BI HDL uptake | dFosB activator | cardiac RTF act | MITF TRPM1 HTS
C=CCn1c(SCC(=O)Nc2c(C)n(C)n(-c3ccccc3)c2=O)nc2ccccc2c1=O
  -5 | -2 | 2.0 | -4 | 19 | -4 | -19 | 0 | -6 | -2
COc1cc(C(=O)OCC(=O)NC2CC2)cc(OC)c1OC
  -11 | -1 | -2.1 | -2 | 27 | 9 | -27 | -2 | -6 | 5
COc1cc(CN2CCCCCC2)cc(OC)c1O
  1 | 4 | 0.0 | -1 | -2 | 8 | 2 | -8 | -1 | -1
CN(C)CCNC(=O)NC(=O)c1ccc(Cl)cc1
  -3 | -4 | 0.6 | -3 | 3 | 6 | -3 | 1 | -7 | 13
O=C(Cc1ccc(S(=O)(=O)N2CCOCC2)s1)N1CCN(c2ccc(C(F)(F)F)cc2[N+](=O)[O-])CC1
  -13 | 0 | -1.3 | -4 | 3 | -2 | -3 | -8 | 7 | -12
Cc1ccc(CNCc2ccccc2Cl)cc1
  10 | 26 | -0.9 | x | 1 | -3 | -1 | -7 | 5 | 10
C=C(C)CNC(=S)Nc1cccc(S(=O)(=O)NC2=NCCC2)c1
  -2 | 8 | -0.5 | -3 | 7 | 3 | -7 | 6 | -4 | -3
COc1ccc(OC)c(NC(=O)COc2ccc(S(=O)(=O)N3CCCC3)cc2)c1
  -15 | -7 | -1.1 | -2 | x | 3 | x | -4 | -5 | x
Cc1ccccc1C(=O)NC(NC(=S)Nc1ccc(S(N)(=O)=O)cc1)C(Cl)(Cl)Cl (stereo not given)
  1 | 58* | x | -2 | 14 | -1 | -14 | -1 | -4 | 13
COc1cccc(NS(=O)(=O)c2cc(C)sc2C)c1
  9 | 6 | -1.3 | x | -1 | 1 | 1 | -2 | 0 | 13
Cc1cc(C)c(OCC(=O)OCC(=O)NC2CCC(C)CC2)c(C)c1 (stereo not given)
  -5 | 0 | -0.6 | 2 | 36 | 10 | -36 | 4 | -3 | -2
Cc1ccc([N+](=O)[O-])cc1S(=O)(=O)N(C(=O)c1ccncc1)c1ccc2oc3c(c2c1)CCCC3
  20 | -9 | -1.1 | 1 | 13 | 3 | -13 | -6 | -1 | 0
Cc1ccc(C(C)(C)NC(=O)C2CCC(=O)N(Cc3ccccc3F)C2)cc1 (stereo not given)
  -12 | 1 | -2.1 | 14 | 5 | -2 | -5 | -1 | -3 | -2
CCCC(C(=O)NCC1CCCO1)N(Cc1ccco1)C(=O)CNS(=O)(=O)c1ccc(F)cc1 (stereo not given)
  -5 | -1 | -0.2 | x | 28 | -2 | -28 | -3 | 2 | -7
N#CC1(NC(=O)COc2ccc(S(=O)(=O)N3CCCC3)cc2[N+](=O)[O-])CCCCC1
  -13 | -11 | -1.5 | -1 | 9 | -2 | -9 | -14 | 1 | -10
COc1ccc(C2CC(c3ccccc3)=NN2C(=O)COC(=O)c2nc3nccc(C)n3n2)cc1 (stereo not given)
  -7 | -1 | 1.1 | -1 | 13 | 2 | -13 | -18 | 1 | 16
Cc1ccc2nsnc2c1NC(=O)CCl
  -13 | 8 | -0.7 | 0 | 16 | 8 | -16 | 2 | 4 | 2
Cc1ccc(C)c(NC(=O)c2ccc[n+](Cc3ccc([N+](=O)[O-])cc3)c2)c1
  -10 | 12 | 2.3 | 2 | 1 | -1 | -1 | 0 | -4 | 5
CC(C)NC(=O)Nc1ccc2c(c1)C(=O)N([C@H](C)CO)C[C@H](C)[C@@H](CN(C)C(=O)NC1CCCCC1)O2
  21 | 2 | 0.3 | -1 | 19 | -1 | -19 | -4 | -4 | -2
CC(C)(C)c1cc(NC(=O)c2ccco2)no1
  -4 | -6 | 0.6 | 0 | -5 | -2 | 5 | -4 | -5 | 56
CC(OC(=O)c1ccccc1Oc1ccccc1)C(=O)NC1CC1 (stereo not given)
  1 | 5 | -0.6 | -2 | -1 | 2 | 1 | -2 | -4 | -7
COC(=O)[C@]1(CC(C)C)N[C@H](c2ccc(-c3ccc(Cl)c(Cl)c3)cc2)[C@@H]2C(=O)N(C)C(=O)[C@@H]21
  -8 | 5 | -0.2 | -7 | -40 | 7 | 40 | -4 | -8 | -2
Cc1cccc(NC(=S)N/N=C/c2ccc(Cl)c([N+](=O)[O-])c2)c1
  -19 | 0 | -0.1 | 5 | 0 | 9.3* | 0 | 20* | 1 | -11
CC1=CC2=NC(=O)CC(C)(C(=O)N(CC(=O)NC3CCCC3)Cc3ccccc3)N2C=C1 (stereo not given)
  -18 | 3 | 1.9 | 3 | 8 | -1 | -8 | 6 | -11 | 1
C[C@H](CO)N1C[C@H](C)[C@@H](CN(C)C(=O)Nc2ccccc2)Oc2c(NS(=O)(=O)c3cccs3)cccc2C1=O
  4 | 7 | -0.4 | 0 | -15 | 5 | 15 | 1 | 3 | -4
Cc1ccc(CN2CCN(/N=C/c3ccccc3)CC2)cc1
  -11 | -17 | -1.6 | 0 | 16 | 4 | -16 | -4 | -1 | x
O=C(/C=C/c1ccc(F)cc1)NCCNC(=O)/C=C/c1ccc(F)cc1
  -13 | 9 | -0.4 | -1 | 11 | x | -11 | 53* | x | 2
COc1cccc(C(=O)NC2CCN(CC(=O)NCc3ccccc3OC)CC2)c1
  7 | -5 | -1.2 | -6 | x | 3 | x | -7 | 2 | x
COc1ccc2[nH]c(C(=O)O)c(NC(=O)c3ccccc3[N+](=O)[O-])c2c1
  17 | -1 | 2.5 | 11 | 17 | 2 | -17 | -3 | 1 | -10
COc1ccc2c(C)c(C(=O)NCC(C)O)oc2c1OC (stereo not given)
  0 | 1 | 0.7 | x | 8 | -2 | -8 | 6 | 1 | 0
CC1CCC(C(O)(C(=O)O)C2CCCCC2)CC1C (stereo not given)
  0 | -3 | -0.4 | -1 | 4 | -3 | -4 | 2 | -4 | -7
COc1cccc(CN2CCC(n3nccc3NC(=O)CCOc3ccccc3)CC2)c1O
  0 | -1 | -5.1 | x | -37 | 3 | 37 | -5 | -6 | 3
CCC1=NN(C(=O)c2ccccc2Br)C(O)(c2ccc(Br)cc2)C1 (stereo not given)
  11 | -9 | -0.2 | -2 | 5 | 6 | -5 | -18 | -6 | -6
COc1cc(CNCCCN2CCOCC2)c(Br)cc1OCC(=O)Nc1ccccc1C
  3 | -8 | 0.7 | 0 | -9 | 4 | 9 | 0 | -3 | 15
COc1ccc(-c2oc(/N=C/N3CCCC3)c(C#N)c2-c2ccc(OC)cc2)cc1
  5 | 10 | 0.9 | x | -75 | -1 | u | -5 | -5 | 7
COc1cccc(NC(=O)COc2ccc(C)cc2)c1
  -12 | 4 | 2.1 | -3 | -1 | -1 | 1 | -4 | 0 | 65
CCn1cc(CN2CCN(C)C(CCO)C2)c2ccccc21 (stereo not given)
  -20 | -1 | -1.0 | 9 | 6 | -1 | -6 | 5 | -3 | x
CC(=O)c1cc(C(=O)Nc2ccccc2C(=O)O)oc1C
  15 | -5 | 1.4 | x | -1 | 0 | 1 | -12 | -9 | -1
COc1ccc(C(=O)NC2CCN(Cc3ccccc3)C2)cc1S(=O)(=O)N1CCOCC1 (stereo not given)
  -10 | 2 | -0.6 | -7 | 19 | -2 | -19 | 1 | 1 | 2
CN1CCC(CNC(=O)Nc2csc3ccccc23)CC1
  -7 | 2 | -4.0 | 5 | 14 | x | -14 | -5 | x | x
c1ccc2c(c1)Oc1cccc3cccc-2c13
  14 | -1 | -0.4 | -1 | 5 | 4 | -5 | -3 | -2 | x
COc1ccc(S(=O)(=O)N2CCC(C(=O)N[C@H](C(=O)NCc3ccco3)C(C)C)CC2)cc1
  18 | -3 | 0.2 | 0 | 3 | 1 | -3 | -1 | 0 | -2
CCOC(=O)C1=NN(c2ccccc2C)C2=NC(C)=C(C(=O)OC)C(c3cccs3)N12 (stereo not given)
  -7 | 10 | 1.4 | -4 | -18 | 2 | 18 | -7 | 2 | 7
O=C(Oc1nsnc1N1CCOCC1)N1CCCCC1
  -16 | -2 | -0.3 | -2 | x | 6 | x | -4 | 5 | 0
COc1cc(CNn2c(C)n[nH]c2=S)cc(Cl)c1OCc1ccccc1
  -7 | 3 | 2.8 | 0 | -29 | -3 | 29 | -12 | -2 | 2
CC(C)(C)c1ccc(C(=O)NNc2cc(N3CCOCC3)nc(N3CCOCC3)n2)cc1
  1 | -4 | -2.9 | -1 | -10 | 5 | 10 | -3 | 0 | 5
COc1ccc(CCN(C)C(=O)C2CCCN(Cc3ccc(OC)c(OC)c3)C2)cc1OC (stereo not given)
  -4&-4 | 2&-4 | 1.7&-1.8 | -1&-4 | 6&-6 | -3&1 | -6&6 | -4&-2 | -4&-2 | -11&8
Cc1ccccc1N(C(=O)c1snc(C(N)=O)c1N)C(C(=O)NCC1CCCO1)c1ccc(F)cc1 (stereo not given)
  -12 | -72 | -1.8 | 0 | x | -2 | x | -19 | 1 | -1
COc1ccc(NC(=O)c2cc3c(=O)n(C)c4ccccc4c3n2C)cc1OC
  -7 | -4 | -1.1 | 7 | -65 | -4 | 65 | 2 | -4 | x
Cc1ccccc1NC(=O)c1ccc(C)c(S(=O)(=O)Nc2ccccn2)c1
  -9 | -3 | 1.9 | -5 | 16 | 4 | -16 | -3 | 1 | -5
CC(C)(C)OC(=O)NCCCC[C@@H](C(=O)N1CCN(C(=O)OC(C)(C)C)CC1)n1cc(CCC(=O)O)nn1
  -13 | -7 | -0.9 | 2 | 1 | 1 | -1 | -3 | 17 | -4
O=[N+]([O-])c1ccc(C(O)C[n+]2ccccc2)cc1 (stereo not given)
  -6 | -4 | 0.0 | x | 18 | -2 | -18 | -1 | 3 | x
COc1cc(C(=O)OCC(=O)N2CCN(S(=O)(=O)c3ccc(C)cc3C)CC2)c([N+](=O)[O-])cc1OC
  -13 | 2 | 0.9 | -3 | -63 | 4 | 63 | 2 | -1 | -20
CCOC(=O)C1CCN(C(=O)C(C)Oc2ccc(C(=O)c3ccccc3)cc2)CC1 (stereo not given)
  -11 | -18 | -3.3 | 0 | -1 | 2 | 1 | -8 | 5 | 6
CC1(C)CCC(=O)N2CC[C@H]3C[C@H](OC(=O)Nc4ccccc4)C[C@@H]1[C@H]32
  -3 | -5 | 1.7 | 24 | 22 | -6 | -22 | 6 | -1 | 56
COC(=O)c1ccccc1NC(=O)CN(C)S(=O)(=O)c1ccc(OC)c(C)c1
  14 | 11 | 0.0 | x | 14 | -1 | -14 | -11 | 0 | -14
CC(C)CC(=O)N1CCN(CC2CC=CCC2)CC1 (stereo not given)
  4 | -11 | -0.9 | x | 10 | -3 | -10 | 0 | -5 | 15
COc1ccc(C(=O)N/N=C(\C)CC(=O)Nc2cccc(C(F)(F)F)c2)cc1
  0 | 4 | -0.7 | -1 | -9 | 9 | 9 | -10 | 4 | -7
